H9c2 TAG inh – inhibitors of triacylglycerol accumulation, primary screen, cell-based, uHTS, fluorescence, H9c2; H9c2 cells, Nile Red lipid (TAG) fluorescence; cells loaded with 200 µM oleic acid; inhibition, % at 12.5 µM; actives 0.66% (n = 230,000); AID 651582, 2012;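 active means pattern-corrected inhibition of lipid staining of at least 50% with the nuclear-stain viability signal not falling by more than 50%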;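 further: 0% = DMSO wells and 100% = triacsin C control wells; some results filed as inactive read as strong as hits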
H9c2 TAG inh DAPI viability – also measured in H9c2 TAG inh; calls as there; DAPI nuclei signal change (viability), lower = more cytotoxic, %;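 whole-well DAPI fluorescence read on a plate reader as a viability signal; minus 50 percent equals half of cells still viable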
Numbers without * were called inactive. These rows are one share of the data; the hit share may differ from the screen's.

cpd	mol	H9c2 TAG inh	H9c2 TAG inh DAPI viability
1	Cc1ccc(-c2nnnn2C2C/C(=N\NC(N)=S)C3OCC2O3)cc1 (configuration not stated)	-5	-2
2	CCNC(=O)C1(C)CCN(C(=O)c2ccc(C#N)cc2)C1 (configuration not stated)	-1	-1
3	CCOC(=O)C(=O)/C(=C\N(C)C)c1onc(-c2ccccc2)c1C(=O)OC	-8	18
4	CC1(C)C(=O)OC(C(=O)c2ccc(Cl)cc2)C(C)(C)C1=O (configuration not stated)	-9	-5
5	O=C(OCc1nnc(-c2ccccc2)o1)c1cccnc1Cl	-3	4
6	Cc1cc(C)n(-c2n[nH]c(C)c2[N+](=O)[O-])n1	10	-4
7	COc1ccccc1C(=O)NCCC(=O)Nc1nc2ccccc2[nH]1	7	4
8	CC(C(=O)Nc1nccs1)N1C(=O)C2CC=CCC2C1=O (configuration not stated)	-5	-1
9	O=C(/C=C/c1cccs1)NC1CC1	-5	-7
10	C=CCON/C(CCC)=C1\C(=O)CC(C)(C)CC1=NC	2	1
11	Cc1cc(C)n(CCNS(=O)(=O)c2ccc(Cl)cc2)n1	10	-6
12	CCCCc1c(O)nc2sc3cc(OC)ccc3n2c1=O	-18	8
13	CCN(Cc1ccccc1)C(=O)C1CCC(CNc2c(N3CCOCC3)c(=O)c2=O)CC1 (configuration not stated)	-5	8
14	Cc1cccc(NC(=O)c2cc([N+](=O)[O-])ccc2N2CCN(C)CC2)c1	7	-3
15	O=C(COc1ccccc1F)Nc1ccc2c(c1)CCC2	-14	-5
16	C/C(=N\NC(=O)CCc1ccc(S(=O)(=O)N2CCOCC2)cc1)c1ccc(Br)cc1	-14	2
17	CC(NC(=O)COC(=O)COc1ccc(Cl)cc1)c1ccccc1 (configuration not stated)	-4	-3
18	CCN(c1c(C)n(C)n(-c2ccccc2)c1=O)S(C)(=O)=O	-14	17
19	NS(=O)(=O)c1ccc(N/N=C2/CCCc3ccccc32)c([N+](=O)[O-])c1	9	0
20	CCC(Sc1nc2cc(OC)c(OC)cc2c(=O)n1Cc1ccc(OC)cc1)C(=O)NCCOC (configuration not stated)	-1	6
21	COc1ccc(CN(C)C(=O)c2ccccc2OCc2c(C)noc2C)c(OC)c1	-1	-1
22	CCOC(=O)NC(=O)CSc1nc(C)cc(C)c1C#N	-11	7
23	Fc1ccccc1NC(=S)Nn1cnnc1	6	22
24	COc1ccc(CC(=O)NNc2ncnc3c2cnn3Cc2ccccc2)cc1OC	-10	62
25	O=C(c1ccc([N+](=O)[O-])cc1)N1CCSC1c1ccc(Cl)cc1 (configuration not stated)	9	-12
26	CCOC(=O)N1CCN(Cc2cccs2)CC1	12	-8
27	Cc1ccc(S(=O)(=O)N2CCC(C(=O)N3CC(C)OC(C)C3)CC2)cc1 (configuration not stated)	4	3
28	Cc1n[nH]c(=O)n1-c1ccc(C(C)(C)C)cc1	-5	1
29	O=c1[nH]c2ccccc2n1C1CCN(CCOc2ccccc2)CC1	-4	5
30	O=C(O)c1ccc(CSc2nnc(-c3ccccc3Cl)n2-c2ccccc2)cc1	9	-18
31	OCCN(Cc1ccccc1)C(=S)Nc1ccc(F)cc1	-22	-1
32	Cc1c([N+](=O)[O-])c(C(=O)NC2CCCCC2)nn1C	8	-1
33	CCOC(=O)c1cc(-c2ccccc2)sc1NC(=O)CN1C(=O)c2ccccc2C1=O	1	14
34	Cc1cc(C)cc(OCc2nnc(SCC(=O)NC3CC3)n2C)c1	-2	8
35	Cc1ccc(N2C(=O)NC(NS(=O)(=O)c3ccccc3)(C(F)(F)F)C2=O)cc1C (configuration not stated)	0	6
36	COc1ccc(-c2ncc3ccccn23)cc1	2	-1
37	Cc1ccc(S(=O)(=O)N2CCN(S(C)(=O)=O)C2c2ccccc2)cc1 (configuration not stated)	-16	-7
38	CC(OC(=O)/C=C/c1ccccc1)C(=O)Nc1cccc(C#N)c1 (configuration not stated)	-21	-4
39	CC(C)CNC(=O)c1ccc(-c2ccc(F)c(F)c2)c2ccoc12	-53	13
40	CCN(CC(=O)NCc1ccc(Cl)cc1)C(=O)CCOc1ccccc1C	3	7
41	COc1cc([N+](=O)[O-])ccc1NC(=O)Nc1cnccn1	-3	1
42	COC(=O)[C@H]1C[C@H](OC(=O)Nc2c(C)noc2C)[C@@]2(O)CN(S(=O)(=O)c3ccc(C)cc3)CC2[C@H]1C(=O)OC (some centres not stated)	1	-11
43	Cn1nnc2cc(C(=O)NCc3ccco3)ccc21	-7	-4
44	CN1CCc2c(sc(NC(=O)c3ccco3)c2C(N)=O)C1	-1	-3
45	CC1(C(=O)NCc2cccc(Cl)c2)Cc2c(-c3ccc4c(c3)OCO4)ccnc2O1 (configuration not stated)	5	-9
46	COc1cccc(-c2cnc(C(O)c3c(C)ccc4ccccc34)[nH]2)c1 (configuration not stated)	4	13
47	Cc1nn(Cc2c(F)c(F)c(F)c(F)c2F)c(C)c1NC(=O)c1ccnn1C	-11	9
48	O=C(O)c1cccc(NC(=O)c2ccccc2NC(=O)c2cccs2)c1	-5	16
49	Cn1c(CNc2cccc(Cl)c2)nnc1SCC#N	15	-5
50	CC(=O)[C@@]1(O)CCC2C3CC[C@H]4C[C@@H](O)CC[C@]4(C)C3CC[C@@]21C (some centres not stated)	3	4
51	Cc1ccc(C(O)c2ncc(-c3ccccc3)[nH]2)c(C)c1 (configuration not stated)	-22	0
52	Cc1ccc(C(C(=O)NC2CCCCC2)N2CCOCC2)cc1 (configuration not stated)	-18	12
53	Cc1ccccc1C(=O)NCC(c1ccco1)N1CCc2ccccc21 (configuration not stated)	-1	-3
54	O=C1CC(C(=O)NCCc2ccccc2)SC(=Nc2ccccc2)N1 (configuration not stated)	2	-1
55	CCC(CO)Nc1ncnc2c1cnn2-c1ccc(OC)cc1 (configuration not stated)	-4	-8
56	Cc1cccc(C(=O)N2CCN(c3ccc([N+](=O)[O-])c(NCc4ccco4)c3)CC2)c1	8	-6
57	CCC(c1ccc(O)cc1)C(CC)c1ccc(O)cc1 (configuration not stated)	1	6
58	Cc1nc(-c2ccc(Cl)cc2)sc1C1(C)CC(c2ccc(F)cc2)=NO1 (configuration not stated)	7	-1
59	Cc1c(C=O)c2ccccn2c1C(=O)c1cccs1	-3	4
60	CN(C)C(CNC(=O)c1cc(S(=O)(=O)N(C)c2ccc(F)cc2)ccc1Cl)c1cccs1 (configuration not stated)	-10	-5

Further records:
cpd	mol	H9c2 TAG inh	H9c2 TAG inh DAPI viability
61	COc1cccc(NC(=O)CN(C)C(=O)c2cccc(S(=O)(=O)Nc3ccccc3OC)c2)c1	-12	-3
62	COC(=O)c1ccccc1NC(=O)c1ccc(NS(C)(=O)=O)cc1	-2	10
63	Cc1cc(Cl)ccc1NC(=S)Nc1cccnc1	-4	-7
64	CCNc1nc2c(c(=O)n(C)c(=O)n2C)n1CCCc1ccccc1	-22	5
65	COc1ccc(C(=O)NC2CCCCC2)cc1OC1CCN(C(C)C)CC1	40	-1
66	O=C(NCc1ccccn1)C(=O)NCc1ccccn1	-11	4
67	Cc1cc(Nc2ccccc2)nn1C(=O)c1ccc(Br)cc1	-2	1
68	COc1ccc(CN2CCC(N(CCc3ccccc3)Cc3ccccc3)CC2)c(OC)c1	35	7
69	Cc1cccc(/C(N)=N/OC(=O)Cc2cccc3ccccc23)c1	-8	1
70	O=C(N/N=C/c1c[nH]c2ccc(Br)cc12)c1ccn(Cc2ccc(Cl)cc2Cl)n1	25	-5
71	COc1ccc(C(=O)N2CCN(c3cccc(Cl)c3)CC2)c(OC)c1	3	1
72	CC(C)CSc1ncc(-c2cccc(C(F)(F)F)c2)cn1	2	-1
73	C/C(=N\NC(=O)c1cc(-c2cccc([N+](=O)[O-])c2)n[nH]1)c1ccc(F)cc1	-3	3
74	CC(NC(=O)CN1c2cccc3cccc(c23)S1(=O)=O)c1ccccc1 (configuration not stated)	6	17
75	Cc1ccc(S(=O)(=O)NCC2(c3ccccc3)CCOCC2)cc1	8	-1
76	Cc1cccn2c(=O)nc(SCC(=O)NC3CCCC3)nc12	5	-5
77	CCC(C)NCC(=O)Nc1ccc(-c2nc3cc(NC(=O)CNC(C)CC)ccc3o2)cc1 (configuration not stated)	53*	48*
78	COc1ccc(NC(=O)C[C@H]2C(=O)N(Cc3ccccc3)C[C@@H]2c2ccc(OC)cc2)cc1	7	15
79	COc1ccc(-c2noc(CSc3ccccc3)n2)cc1OC	-9	3
80	COc1cc(C=CC(=O)OCC=Cc2ccc3c(c2)OCO3)cc(OC)c1OC	-30	8
81	CCn1c2ccccc2c2nnc(SCC(=O)Nc3c(C)n(C)n(-c4ccccc4)c3=O)nc21	-9	3
82	O=C(Cc1ccccc1)Nc1nc2ccccc2s1	23	1
83	NC(=O)CN1N=C(c2cc(Cl)sc2Cl)CSC1=O	-7	6
84	COc1ccc(-c2ccc([C@H]3[C@H]4C=CC[C@@H](C)[C@@H]4C(=O)N3Cc3ccccc3)c(F)c2)cc1OC	-10	1
85	Cn1c(=O)c2[nH]c(Nc3ccccc3)nc2n(C)c1=O	35	-26
86	FC(F)Oc1ccc(NC(=S)NC2CCSc3ccccc32)cc1 (configuration not stated)	7	-7
87	O=C(C1=C[C@H](c2ccc(Br)cc2)C[C@H](OCc2ccc(CO)cc2)O1)N1CCN(Cc2ccc3c(c2)OCO3)CC1	-6	6
88	Cc1ccc(NC(=O)CN(c2ccc3c(c2)OCO3)S(=O)(=O)c2c(C)n[nH]c2C)cc1	12	8
89	COc1ccc(-c2nnn(Cc3nc(N)nc(N4CCCCC4)n3)n2)cc1	-164	9
90	C[C@H](CO)N1C[C@H](C)[C@@H](CN(C)S(=O)(=O)c2ccccc2)Oc2ccc(NC(=O)CCN3CCOCC3)cc2C1=O	10	0
91	O=C(NN1C(=O)c2ccccc2NC1c1ccc([N+](=O)[O-])o1)c1ccccc1 (configuration not stated)	-4	-2
92	O=C(CSc1nc2ccccc2n1CCc1ccccc1)NC1CC1	0	-8
93	CCN(CC)c1ccc(S(=O)(=O)N2CCOCC2)cc1NC(=O)CSC(=S)N1CCCC1	-6	-2
94	O=C(NCc1cccc(C(F)(F)F)c1)C1CC(c2ccc(C(F)(F)F)cc2)=NO1 (configuration not stated)	-13	-5
95	COc1cc(/C=C/C(=O)O)cc2c1OCCO2	3	-1
96	Cc1cc(C)n(-c2nc3ccccc3n3nnnc23)n1	-20	2
97	Cc1ccc(/C=N/NC(=O)c2csc(C)c2)o1	13	-16
98	CCOC(=O)N1CCN(C(=O)CSc2nnc(Cn3c(=O)sc4ccccc43)n2C)CC1	8	-7
99	CCc1cc2c(=O)c(-c3cnn(-c4ccccc4)c3)c(C)oc2c(CN2CCCCC2)c1O	33	39
100	O=CN1CCN(C(=O)Cc2ccc([N+](=O)[O-])cc2)CC1	7	6
101	NC(=O)c1c(NC(=O)COC(=O)c2ccc(S(=O)(=O)Nc3ccccc3)cc2)sc2c1CCCC2	3	6
102	CCOC(=O)c1cc(=O)[nH]c2ccccc12	5	1
103	COC(=O)c1c(C)noc1-c1ccc(Cl)cc1	17	-9
104	C/C(=N/n1cnnc1)c1cccnc1	22	-20
105	Cc1cccc(OCC(=O)Nc2ccccc2C(=O)N2CCOCC2)c1	-1	-3
106	COc1ccc(CCNC(=O)COC(=O)CCC(=O)c2ccc(F)cc2)cc1	2	-2
107	O=C(c1cc(-c2ccccc2)nc2ccccc12)N1CCN(c2ccccc2O)CC1	6	4
108	COc1ccc(N2CCN(C(=O)c3cc4c(s3)-c3ccccc3S(=O)(=O)C4)CC2)cc1	15	-9
109	Cc1cc(-c2nnc(SCC(=O)Nc3ccccc3Cl)n2C)no1	0	0
110	CCC(C)NC(=O)CSc1n[nH]c(-c2cc(Cl)ccc2OC)n1 (configuration not stated)	11	4
111	Cn1cnnc1SCC(=O)Nc1ccc2nc(SCc3cccc4ccccc34)sc2c1	-4	-7
112	CC1(C)CC(=O)C=C(OC(=O)c2ccc(Cl)cc2)C1	0	4
113	CC(NC(=O)CSc1nc2ccccc2c(=O)[nH]1)c1ccccc1 (configuration not stated)	-12	11
114	COCc1[nH]nc2c1C1(CCC3(CC1)OCCO3)C(C#N)=C(N)O2	6	4
115	Cc1c(N=CN2CCOCC2)c(=O)n(C)c(=O)n1C	9	0
116	O=C(CCN1C(=O)/C(=C/c2cccs2)SC1=S)NNC(=O)c1cccc(O)c1	5	-2
117	OCC[C@@H]1C[C@@H](O)[C@H](O)[C@]2(OCc3ccccc32)O1	-3	6
118	CCOC(=O)CC(=O)Nc1cc(Cl)ccc1O	-16	0
119	COc1ccc(CN2C3CCC2CC(NC(=O)c2cccc(F)c2)C3)cc1 (configuration not stated)	12	-4
120	O=C(COC(=O)COc1ccccc1)NCc1ccc2c(c1)OCO2	-6	-4
121	CC1CCc2c(sc(NC(=O)CSc3nc(N)cc(=O)[nH]3)c2C(N)=O)C1 (configuration not stated)	10	4

Screening data as filed in PubChem.
